MT1-MMP act inh: blocks activation of human MT1-MMP. HT1080 RFP-PRO-GFP cells, GFP/RFP ratio fluorescence, overnight; percent of plate control window, DMSO zero. GFP/RFP ratio change, % at 20 µM. 0.061% of 360,000 active;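 active = GFP/RFP ratio change of at least 30% with cell ATP level not reduced by more than half and red fluorescence within 50% of control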; note: strong numbers were not always called active
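Assay system: RFP-PRO-GFP reporter HT1080 cells; read-out basis: GFP/RFP fluorescence ratio; benchmarks: DMSO wells and RFP-L50D-GFP cells; doses: 20 µM single dose, 1% DMSO; schedule: overnight cell settling, then overnight compound exposure, 37 °C, 5% CO2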
MLLE-PAM2 inh: inhibitors of microRNA-mediated deadenylation, human PABP1 MLLE binding | GST-MLLE / FITC-PAM2 fluorescence polarization | 0.36% of 360,000 active | P11940 | inhibition, % at 20 µM | AID 588489; in the data active = inhibition above about 35%, passing the limit was not always enough;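 note: plate controls were DMSO wells with GST-MLLE for no effect and wells lacking GST-MLLE protein for full effect; some results filed as inactive read as strong as hits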
Target sequence (P11940 whole entry, looked up): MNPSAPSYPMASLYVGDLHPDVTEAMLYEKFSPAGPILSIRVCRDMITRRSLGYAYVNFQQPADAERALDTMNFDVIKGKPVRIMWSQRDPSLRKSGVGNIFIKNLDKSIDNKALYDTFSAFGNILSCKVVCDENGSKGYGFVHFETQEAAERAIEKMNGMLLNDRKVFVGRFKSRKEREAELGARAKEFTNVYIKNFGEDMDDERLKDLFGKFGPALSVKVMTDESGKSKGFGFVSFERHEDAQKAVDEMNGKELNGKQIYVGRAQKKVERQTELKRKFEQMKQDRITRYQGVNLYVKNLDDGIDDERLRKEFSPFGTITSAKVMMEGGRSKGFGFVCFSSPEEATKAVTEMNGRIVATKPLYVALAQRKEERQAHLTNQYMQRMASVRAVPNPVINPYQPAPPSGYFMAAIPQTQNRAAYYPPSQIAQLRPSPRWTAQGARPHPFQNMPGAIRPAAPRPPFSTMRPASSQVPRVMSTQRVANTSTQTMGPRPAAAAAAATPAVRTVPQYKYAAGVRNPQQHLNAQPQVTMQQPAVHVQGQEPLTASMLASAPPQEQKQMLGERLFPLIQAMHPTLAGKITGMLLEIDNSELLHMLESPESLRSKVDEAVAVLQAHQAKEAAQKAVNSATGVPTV
Neddylation inh: cullin neddylation inhibition; 0.58% of 360,000 active; TR-FRET cullin neddylation, biochemical; AID 651699; calls only at 25 µM; P61081+Q13564; in the data active = inhibition above about 36%
CendR NRP1 mod: modulators of CendR peptide binding to human neuropilin-1. O14786. FAM-RPARPAR peptide binding to NRP-1, fluorescence polarization. inhibition, % at 25 µM. 0.85% of 360,000 active. AID 602438;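 active = inhibition or corrected inhibition above about 18%, plus a signal ratio from 0.5 to 1.5, limit read from the data, passing the limit was not always enough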; note: strong numbers were not always called active
SKN-1 block: blocks SKN-1 activity in C. elegans; inhibition, % at 21.8 µM; 0.49% of 360,000 active; C. elegans VP596 Pgst-4::GFP/RFP ratio, acrylamide-induced, 24 h;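 active = interference check ratio from 0.5 to 1.5 plus GFP to RFP signal ratio inhibition reaching or exceeding a fixed threshold, cut at about 30% in these data, passing the limit was not always enough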; note: some compounds called inactive have numbers as strong as hits
Rin1-Abl PPI inh: inhibitors of human Rin1-Abl protein interaction; P00519+Q13671; TR-FRET Rin1/Abl binding, biochemical; inhibition, % at 7.35 µM; 0.4% of 360,000 active; in the data active = inhibition above about 5%, passing the limit was not always enough
FAS-TE inh: blocks the thioesterase domain of human fatty acid synthase; P49327; recombinant FAS-TE, OMFH fluorogenic substrate, fluorescence endpoint; inhibition, % at 15 µM; 0.67% of 360,000 active;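 active = compounds whose normalised, plate-corrected inhibition of enzyme fluorescence in the single-dose primary screen is 50% or more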;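 note: 0% = DMSO with enzyme and 100% = substrate without enzyme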
MsrA act: bovine methionine sulfoxide reductase A activation. purified bovine MsrA, absorbance read-out. activation, % at 10.6 µM. 0.3% of 360,000 active; in the data active = activation above about 7.5%;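 note: 0% = vehicle and 100% = reference activator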
eLon inh: inhibitors of E. coli Lon protease. 0.42% of 360,000 active. purified E. coli Lon protease, fluorescence polarization. P0A9M0. inhibition, % at 7.94 µM; in the data active = inhibition above about 13%, passing the limit was not always enough;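 note: 0% = enzyme with probe and DMSO and 100% = no enzyme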
* marks the source's active call; other numbers are inactive results; i = inactive; / = not tested or not shown.

item	mol	eLon inh	CendR NRP1 mod	MLLE-PAM2 inh	FAS-TE inh	Neddylation inh
1	O=C(CN(C(=O)c1nsc(Cl)c1Cl)c1cccc(F)c1)NC1CCCC1	-2	8	12	4	i
2	CC1(C)Cc2c(sc(NC(=O)C(=O)N3CCCCC3)c2C(=O)O)CO1	-3	0	12	-3	i
3	Cc1ccccc1NC1=NS(=O)(=O)c2ccccc21	-2	-16	6	-7	i
4	O=C(O)CC1CCCC(c2ccccc2)C1=O (centres undefined)	-13	-11	-7	-7	i
5	CCN1CCN(S(=O)(=O)CC2(C)C3CCC2(C)C(=O)C3Br)CC1 (centres undefined)	6	9	-5	-3	i
6	O=C(NCc1cn2ccccc2n1)C1CCC(=O)N(Cc2ccccc2F)C1 (centres undefined)	-6	2	0	-5	i
7	CC(C)C[C@H]1CN(CCCC[C@H]2CNC(=O)C(=O)N2Cc2ccccc2)C(=O)C(=O)N1CCC1CCCCC1	3	0	/	0	i
8	O=C1C(=O)N(Cc2cccnc2)C(c2ccc(Br)cc2)/C1=C(\O)c1ccc2c(c1)OCCO2 (centres undefined)	-4	-1	-3	-2	i

item	Rin1-Abl PPI inh	SKN-1 block	MT1-MMP act inh	MsrA act
1	0	-4	-3	-4
2	-1	8	0	-5
3	3	4	0	0
4	-1	4	-2	-2
5	-5	-2	-1	-4
6	4	4	1	-5
7	/	20	2	2
8	0	1	1	-1

(continued)
item	mol	eLon inh	CendR NRP1 mod	MLLE-PAM2 inh	FAS-TE inh	Neddylation inh
9	COc1ccc(-c2noc(-c3ccccc3C(=O)N3CCOCC3)n2)cc1	-1	26*	-13	-1	i
10	O=C(COC(=O)c1ccccn1)NC1CCCCC1	-3	0	19	-5	i
11	CC1CCCN(C(=O)Cn2c(=O)oc3cc(S(=O)(=O)N4CCCCC4)ccc32)C1 (centres undefined)	-3	-7	1	5	i
12	Cc1nn2cc(-c3ccc(Cl)cc3)cnc2c1Br	-1	4	6	-3	i
13	CC(C)(C)c1cnnn1-c1ccc([N+](=O)[O-])cc1	2	-8	1	-4	i
14	Cc1ccn2c(=O)c(NC(=O)c3ccc4c(c3)OCO4)c(C)nc2c1	-16	-2	-5	-1	i
15	CC(Oc1ccc(Cl)cc1Cl)C(=O)NNC(=O)C(=O)N1CCCC1 (centres undefined)	-2	12	-8	-2	i
16	O=C1CSC(c2cn(-c3ccccc3)nc2-c2cc3ccccc3o2)N1Cc1ccccc1 (centres undefined)	-6	3	18	16	i

item	Rin1-Abl PPI inh	SKN-1 block	MT1-MMP act inh	MsrA act
9	0	33	-6	2
10	-3	-2	-5	-2
11	-3	-3	-2	4
12	2	-11	/	-15
13	0	7	3	-2
14	0	-8	2	-11
15	0	-10	9	-3
16	4	22	0	-6

Further results:
item	mol	eLon inh	CendR NRP1 mod	MLLE-PAM2 inh	FAS-TE inh	Neddylation inh
17	COc1ccccc1CN1CCNC(=O)C1CC(=O)NC1Cc2ccccc2C1 (centres undefined)	-6	-1	12	-4	i
18	CN(C/C=C/c1ccccc1)C1CCCCC1	-2	-4	7	-15	i
19	COc1ccccc1N1CC(C(=O)Nc2ccc(N3CCOCC3)cc2)CC1=O (centres undefined)	-4	0	9	-1	i
20	O=C(CNC(=O)c1ccc(OC(F)F)cc1)NC1CCCc2ccccc21 (centres undefined)	-7	11	11	0	i
21	Nc1nc(N)c2c(n1)CCCC2	-7	-3	-6	-2	i
22	COc1ccc(C(=S)N2CCOCC2)cc1OC(=O)c1cc(OC)c(OC)c(OC)c1	1	8	17	3	i
23	C#CCNC(=O)C[C@@H]1C[C@@]2(C(=O)OC)CCCCC=C2N(Cc2cccc3ccccc23)C1=O	1	1	/	4	i
24	O=C(NC1CCCCCC1)c1cc(S(=O)(=O)N2CCC3(CC2)OCCO3)ccc1F	-3	3	5	4	i

item	Rin1-Abl PPI inh	SKN-1 block	MT1-MMP act inh	MsrA act
17	3	8	-2	-12
18	0	-17	-2	-2
19	4	2	0	-4
20	-3	6	1	-5
21	1	-7	-1	-2
22	0	2	5	-10
23	/	6	-6	-2
24	0	6	4	-5

The list goes on.
item	mol	eLon inh	CendR NRP1 mod	MLLE-PAM2 inh	FAS-TE inh	Neddylation inh
25	O=C(Nc1nnc(-c2ccccn2)o1)c1ccc(Br)cc1	-9	-7	2	-45	i
26	COc1ccc(S(=O)(=O)Oc2ccccc2C(N)=O)cc1	-4	-14	-10	-3	i
27	COc1cccc2c(=O)c3c([nH]c12)OC(C)(C)C3	2	-2	3	-7	i
28	CC(N=C1NS(=O)(=O)c2ccccc21)C(=O)OCC(=O)N(C)C1CCS(=O)(=O)C1 (centres undefined)	-4	-7	-3	-6	i
29	CCCc1cc(=O)oc2cc(OC(C)C(=O)NCc3ccccn3)c(Cl)cc12 (centres undefined)	0	0	10	3	i
30	COc1ccc(N2CCC(CNC(=O)Nc3ccccc3)C2)cc1 (centres undefined)	-7	-14	-11	-6	i
31	COc1ccccc1NC(=O)C(C)OC(=O)C(C)SCC(=O)Nc1ccc(C)cc1 (centres undefined)	-13	-3	-45	3	i
32	COc1ccc(C(C(=O)NCC2CCCO2)N(C(=O)Cn2nnc3ccccc32)c2ccccc2C(C)=O)cc1OC (centres undefined)	-15	10	-1	-4	i

item	Rin1-Abl PPI inh	SKN-1 block	MT1-MMP act inh	MsrA act
25	-1	6	3	-1
26	3	5	0	-3
27	-3	9	2	-6
28	0	5	-3	-3
29	-1	7	-4	-3
30	-1	2	-4	1
31	-1	3	-2	-1
32	1	-12	0	-2

Next part.
item	mol	eLon inh	CendR NRP1 mod	MLLE-PAM2 inh	FAS-TE inh	Neddylation inh
33	COc1ccc(OCC(=O)Nc2cc(S(=O)(=O)N3CCCCC3)ccc2OC)cc1	7	6	-8	21	i
34	CCn1c(SCc2cccnc2)nnc1-c1c[nH]c2ccccc12	-15	-12	-4	-6	i
35	Oc1c(Cl)cc(Cl)cc1CNc1ccc(Br)cn1	1	4	0	28	i
36	CC(C)(C)OC(=O)N1CCOCCOCCN(C(=O)OC(C)(C)C)CCOCCOCC1	2	7	-9	0	i
37	CCOCCOc1cc(NCc2ccccc2)c2ncn(C(C)C)c2c1	-15	10	7	-7	i
38	O=C(Nc1cccc2ccccc12)c1ccccc1Cl	-7	-2	6	2	i
39	CCOC(=O)c1cc(-c2ccc(OC)cc2F)nc2c1c(C)nn2CCC#N	-3	3	5	19	/
40	O=C(NCCO)c1cccc(-c2cccc3nccn23)c1	-3	-8	14	-6	i

item	Rin1-Abl PPI inh	SKN-1 block	MT1-MMP act inh	MsrA act
33	1	3	5	-1
34	1	3	0	1
35	-2	-11	5	-9
36	0	0	4	1
37	4	8	-6	-2
38	1	12	-1	-2
39	2	16	-2	-2
40	-2	-11	0	1

Brought forward from above: 4 compounds, followed by the next part.
item	mol	eLon inh	CendR NRP1 mod	MLLE-PAM2 inh	FAS-TE inh	Neddylation inh
37	CCOCCOc1cc(NCc2ccccc2)c2ncn(C(C)C)c2c1	-15	10	7	-7	i
38	O=C(Nc1cccc2ccccc12)c1ccccc1Cl	-7	-2	6	2	i
39	CCOC(=O)c1cc(-c2ccc(OC)cc2F)nc2c1c(C)nn2CCC#N	-3	3	5	19	/
40	O=C(NCCO)c1cccc(-c2cccc3nccn23)c1	-3	-8	14	-6	i
41	O=C(c1cc(-c2cccs2)on1)N1CCN(c2ccc(F)cc2)CC1	-5	-3	-3	19	i
42	Cc1ccc(SC(c2ccc(C)cc2)C(Cn2cncn2)C(=O)c2ccccc2)cc1 (centres undefined)	-8	2	31	6	i
43	CCOC(=O)c1c(C)[nH]c(C)c1S(=O)(=O)N1CCN(c2cccc(C)c2)C(C)C1 (centres undefined)	-2	10	7	5	i
44	Cc1ccnc(N2CCCC(C(=O)NC3CC3)C2)n1 (centres undefined)	5	4	2	-2	i
45	CCOC(=O)/C(C(C)=O)=C1\OC(=O)c2ccccc21	-2	-11	1	-8	i
46	O=C(Nc1ccc(F)cc1)C(c1ccccc1)N1CCN(c2cccc(C(F)(F)F)n2)CC1 (centres undefined)	/	1	/	/	i
47	O=C1CC(N2CCCCCC2)C(=O)N1c1ccc2c(c1)OCO2 (centres undefined)	-12	-12	26	-2	i
48	Cc1ccc(S(=O)(=O)N2CCN(C(=O)CSc3ncn[nH]3)CC2)cc1	-11	-11	4	-5	i

item	Rin1-Abl PPI inh	SKN-1 block	MT1-MMP act inh	MsrA act
37	4	8	-6	-2
38	1	12	-1	-2
39	2	16	-2	-2
40	-2	-11	0	1
41	1	3	13	-2
42	1	10	-9	1
43	-2	-1	0	-2
44	-1	2	5	-2
45	1	-3	13	-7
46	/	4	-5	/
47	-6	2	4	-4
48	3	7	-1	-2

Next part.
item	mol	eLon inh	CendR NRP1 mod	MLLE-PAM2 inh	FAS-TE inh	Neddylation inh
49	CSc1nc(Oc2ccc(F)cc2)c2ccccc2n1	2	-2	1	18	i
50	CC1CN(C(=O)[C@@H]2CCCN2S(=O)(=O)c2ccc(Cl)cc2)CC(C)O1 (some centres undefined)	-5	6	31	-4	i
51	COc1ccc(C(=O)Nc2nc(C)c(C(=O)N(C)C)s2)cc1OC	2	5	7	-1	i
52	Cc1ccc(NC(=O)Cc2nc(CSc3nnc(-c4ccc5c(c4)OCO5)o3)cs2)cc1	5	-3	-34	6	i
53	O=C(CC(c1ccccc1)c1ccccc1)Nc1ccc(O)cc1	8	-3	-1	0	i
54	COc1ccc2c(c1)OC/C(=C/c1cccs1)C2=O	-3	-12	-15	14	i
55	N#Cc1ccccc1S(=O)(=O)NC(=O)[C@H]1O[C@@H](n2cnc3c(N)ncnc32)[C@H](O)[C@@H]1O	-8	-6	-5	-3	i
56	CC1(C)CC(=O)C=C(N2CCNCC2)C1	-9	4	6	-4	i
57	COCCCNC(=S)N1CCN(C(=O)c2ccco2)CC1	-6	11	-67	-9	i
58	O=C(c1cnc2sccn2c1=O)N1CCN(c2ccccc2Cl)CC1	2	9	-2	-6	i
59	CCCN(CCC)Cc1c(C(=O)N/N=C/c2ccsc2)nnn1-c1nonc1N	0	12	-13	4	i

item	Rin1-Abl PPI inh	SKN-1 block	MT1-MMP act inh	MsrA act
49	-1	16	6	-6
50	-5	3	1	-2
51	4	12	-2	1
52	-1	-20	2	-3
53	-3	4	3	-3
54	-3	54*	3	1
55	3	11	-4	-7
56	-2	28	2	0
57	-1	-1	-1	-2
58	0	1	0	-14
59	-3	-8	0	-5

Screening results as filed in PubChem BioAssay.
